mIDH1 inhibitor: blocks human mutant IDH1 R132H enzyme. O75874. IDH1-R132H enzyme, NADPH consumption, diaphorase/resazurin fluorescence. Potency, µM (series often up to 76.6 µM), for the others: at the top dose activity change, negative = inhibition, hits mostly inhibitors. 390,000 compounds, 0.093% hits. AID 602179; also: potency is read from the fitted curve at half-maximal effect; % is scaled to controls: 0 for no effect and ±100 for the full control effect; nearly all actives have a fitted effect of over 65% in size
Target sequence (O75874 whole entry R132H, stated change not applied): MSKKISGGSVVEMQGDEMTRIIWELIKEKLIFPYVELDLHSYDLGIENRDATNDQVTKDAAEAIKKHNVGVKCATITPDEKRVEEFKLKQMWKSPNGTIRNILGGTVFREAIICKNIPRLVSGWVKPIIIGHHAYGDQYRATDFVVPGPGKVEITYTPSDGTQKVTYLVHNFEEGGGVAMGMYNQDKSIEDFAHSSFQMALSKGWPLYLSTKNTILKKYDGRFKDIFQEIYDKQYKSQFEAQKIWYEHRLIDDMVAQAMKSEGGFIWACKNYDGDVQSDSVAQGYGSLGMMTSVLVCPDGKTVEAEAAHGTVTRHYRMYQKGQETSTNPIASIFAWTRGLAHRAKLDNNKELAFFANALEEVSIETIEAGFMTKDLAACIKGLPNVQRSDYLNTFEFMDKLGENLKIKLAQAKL
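IDH1-R132H (0.5 ug/mL dispensed) in pH 7.5 Tris buffer was preincubated 30 min with compound, then given a substrate mix of 0.016 mM NADPH and 2 mM alpha-KG for 80 min at room temperature; remaining NADPH was read by diaphorase/resazurin fluorescence.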
TRHR PAM: allosterically enhances the human TRH receptor; 360,000 compounds, 0.66% hits; enhancement, % at 2 µM; TRHR cells, fluo-8 calcium fluorescence, EC20 TRH enhancement; AID 493056; P34981; in the data active = enhancement above about 30%; also: 0% is about no effect
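Enhancer read-out: after compound pinning and an initial kinetic agonist-mode read, an EC20 of TRH (10 nM final) was injected and fluo-8 calcium signal (Ex 480/Em 530) followed at 1 s/cycle for 100 cycles in TRHR-expressing cells.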
TrxR1 substrate: substrates of rat thioredoxin reductase 1 | O89049 | purified TrxR1 substrate turnover, NADPH consumption readout | Potency, µM (doses to about 114 µM), for the others: top-dose activity change, negative = substrate turnover | 390,000 compounds, 0.01% hits; also: potency is read from the fitted curve at half-maximal effect; % is scaled to controls: 0 for no effect and ±100 for the full control effect; nearly all actives have a fitted effect of over 50% in size
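Rat TrxR1, dispensed at 90 nM, was prereduced with 400 uM NADPH (final) for 5 min at ~22 deg C, then incubated with compound 15 min before 400 uM selenite. A first-read NADPH fluorescence drop versus no-compound background flagged substrates.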
TRHR ag: agonists of human TRH receptor. P34981. TRHR cells, calcium flux fluo-8, FDSS agonist mode. activation, % at 2 µM. 360,000 compounds, 0.18% hits. AID 493084; in the data active = activation above about 30%; also: 0% is about no effect
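Fluo-8-loaded TRHR cells; 10 s baseline, compound added, kinetic Ca2+ fluorescence read 1/s, agonist mode.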
USP1-UAF1 inh: blocks the human USP1/UAF1 deubiquitinase complex; AID 743255; 390,000 compounds, 0.23% hits; Potency, µM (highest dose often 57.1 µM), inactives show at the top dose activity change, negative = inhibition, most hits filed as inhibitors; O94782; recombinant USP1/UAF1, Ub-Rhodamine cleavage fluorescence; also: potency is read from the fitted curve at half-maximal effect; % is scaled to controls: 0 for no effect and ±100 for the full control effect; nearly all actives have a fitted effect of over 60% in size; inactives centre near -12
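USP1/UAF1 complex (1 nM) preincubated 15 min at room temperature with compound, then Ub-Rho substrate (150 nM final) added. Kinetic fluorescence at 480/540 nm over 6 reads at 60 s intervals; 50 mM HEPES pH 7.8, 0.5 mM EDTA, 0.1 mg/ml BSA, 1 mM TCEP, 0.01% Tween-20.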
D2 antagonist: D2 dopamine receptor (human) antagonism. HEK293 TREx D2 cells, calcium flux, dopamine EC80. inhibition, % at 10 µM. 340,000 compounds, 2% hits; in the data active = inhibition above about 30%; also: 0% is about no effect
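Tetracycline-induced HEK293 TREx cells expressing D2 receptor forced-coupled to calcium signalling, loaded with no-wash calcium dye. Compounds added and calcium flux read 180 s, then dopamine added at EC80 and read a further 180 s.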
PI4K2A block: inhibitors of human PI4K2A; Q9BTU6; purified PI4K2A, ADP-Glo luminescence, 1 h; hits give low values; activity change, negative = inhibition, % at 76.9 µM; 420,000 compounds, 0.13% hits; AID 1346378; in the data active = activity change below about -50%; inconclusive = mostly about -30% to -49%;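 also: -100% = wells without enzyme as full effect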
Target sequence (Q9BTU6 whole entry, looked up): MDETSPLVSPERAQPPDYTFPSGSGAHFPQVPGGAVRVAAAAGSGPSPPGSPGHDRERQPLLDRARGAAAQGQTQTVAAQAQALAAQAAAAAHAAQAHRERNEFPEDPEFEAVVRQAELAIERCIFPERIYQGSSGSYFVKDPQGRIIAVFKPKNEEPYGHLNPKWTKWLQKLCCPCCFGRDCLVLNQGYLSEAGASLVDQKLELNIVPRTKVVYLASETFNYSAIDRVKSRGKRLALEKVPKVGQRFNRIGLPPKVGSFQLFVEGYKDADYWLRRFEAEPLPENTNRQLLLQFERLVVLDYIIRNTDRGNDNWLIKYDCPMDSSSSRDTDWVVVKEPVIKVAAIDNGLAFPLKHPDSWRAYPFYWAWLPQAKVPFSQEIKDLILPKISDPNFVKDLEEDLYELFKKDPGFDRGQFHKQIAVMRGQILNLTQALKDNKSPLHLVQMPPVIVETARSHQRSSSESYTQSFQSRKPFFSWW
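In this quantitative HTS, ADP production by PI4K2A was quantified luminescently after 1 h at ambient temperature; 100 microM adenosine served as plate-quality control.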
TrxR1 inh: rat TrxR1 inhibition; recombinant rTrxR1, NADPH fluorescence consumption, selenite substrate; O89049; Potency, µM (highest dose often 114 µM), for inactives: top-dose activity change, negative = inhibition, actives largely listed as inhibitors; AID 588453; 390,000 compounds, 1% hits; also: potency is read from the fitted curve at half-maximal effect; % is scaled to controls: 0 for no effect and ±100 for the full control effect; nearly all actives have a fitted effect of over 65% in size
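Rat TrxR1 (90 nM in the dispensed reagent) was pre-reduced with 400 uM NADPH for 5 min at room temperature, then incubated with compound for 15 min. After 400 uM selenite was added, NADPH fluorescence (Ex 340/Em 450 nm) was followed for 8 min.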
D2 ag: activates the human D2 dopamine receptor; AID 485358; activation, % at 2 µM; 340,000 compounds, 0.53% hits; HEK293 T-REx D2 cells, calcium flux agonist mode;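 active = activation over 3 SD above normal in the single-dose calcium agonist read, cut at about 30% in these data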; also: 0% is about no effect
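Calcium-flux readout, 1 cycle/sec over 180 s following compound pin transfer, in inducible HEK293 Trex D2 cells (force-coupled); dopamine controls included. Positive calcium responses during this window marked compounds as potential agonists.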
An asterisk follows results filed as active; ? = inconclusive; . = not tested or not shown; [ ] = remark or other dose. Unless noted, calls follow the shape of the dose curve; as a rule, active = well fitted inhibition curve with a large enough effect; inconclusive = small, poorly fitted or top-dose-only effect; inactive = no such curve, though single readings can be large or run the other way. The order is random; any-hit rate near 3.9%.

SMILES	mIDH1 inhibitor	TRHR PAM	TrxR1 substrate	TRHR ag	USP1-UAF1 inh	D2 antagonist	PI4K2A block	TrxR1 inh	D2 ag
c1ccc(C[C@H]2CN=C(Nc3ccccc3)N2CCC2CCCC2)cc1	0%	4	4%	0.9	-25%	0	0	13%	0.1
Fc1cccc(CCN2CCNC[C@H]2Cc2cccc3ccccc23)c1	3%	-6	9%	3.0	-19%	-4	-10	-11%[57.1 µM]	4.5
Nc1nnc(SCC(=O)N2CCc3ccccc3C2)s1	15%	3	5%[57.1 µM]	-0.3	-11%	6	-3	19%[57.1 µM]	-0.1
CCCCOc1ccc(C(=O)Nc2ccc(N3CCN(C(=O)C(C)C)CC3)cc2)cc1	-6%	-1	6%	-0.1	-7%	11	12	11%	0.1
COc1ccccc1NC(=O)Cc1noc(CSc2n[nH]c(N)n2)n1	11%	-3	3%	0.3	-19%	10	1	24%	-0.1
O=C1CC(=O)Nc2cc(S(=O)(=O)NCc3cccs3)ccc2N1	-12%	1	-2%	0.4	-9%	-5	-3	16%	0.7
Cc1cccc(S(=O)(=O)Nc2nc3ccccc3nc2Nc2ccc3c(c2)OCO3)c1	0%	44*	7%[57.1 µM]	0.1	-25%	3	-3	6%[57.1 µM]	0.7
COc1ccc(Cl)cc1C(=O)NCC(c1ccco1)N(C)C (configuration not stated)	6%	1	3%	-0.4	0%	.	2	3%	.
Cc1cc(C(=O)Cn2nnc3ccccc3c2=O)c(C)n1-c1ccccc1F	7%	-1	5%[57.1 µM]	-0.9	5%	3	14	7%[57.1 µM]	-1.1
COc1cccc(CNC(=O)CN(C)S(=O)(=O)c2ccc(Br)s2)c1	0%	-8	1%[57.1 µM]	-0.8	-19%	1	-1	7%[57.1 µM]	-0.9
CC(=O)c1cccc(OCC(=O)N(CCC2=CCCCC2)c2c(N)n(Cc3ccccc3)c(=O)[nH]c2=O)c1	0%	.	6%	.	-21%	.	-7	0%	.
Cc1cc(C(=O)Nc2ccccc2N2CCOCC2)ccc1[N+](=O)[O-]	3%	5	-16%	-0.1	-6%	3	-2	-16%	1.8
CCN(CC)S(=O)(=O)N1CCC(C(=O)NCc2ccc3c(c2)OCO3)CC1	6%	-1	-3%	0.0	-14%	3	3	3%	1.4
Cc1c(Cl)cccc1N1C(=O)c2ccccc2C1=O	9%	-4	5%	-1.0	-8%	3	-1	10%	-0.1
Cc1ccc(-c2nn3c(-c4ccc(C)cc4)nnc3c3ccccc23)cc1	?	10	10%	0.2	?	.	2	18%	-0.1

Reprinted from the part before: 2 compounds, then new ones.
SMILES	mIDH1 inhibitor	TRHR PAM	TrxR1 substrate	TRHR ag	USP1-UAF1 inh	D2 antagonist	PI4K2A block	TrxR1 inh	D2 ag
Cc1c(Cl)cccc1N1C(=O)c2ccccc2C1=O	9%	-4	5%	-1.0	-8%	3	-1	10%	-0.1
Cc1ccc(-c2nn3c(-c4ccc(C)cc4)nnc3c3ccccc23)cc1	?	10	10%	0.2	?	.	2	18%	-0.1
COCCOC(=O)C1=C(C)NC2(O)c3ccccc3C(=O)C12O (configuration not stated)	10%	1	1%	0.7	-26%	28	-20	11%	-0.2
CC1(C)Cc2cccc(Oc3ccc(S(=O)(=O)N4CCCCC4)cn3)c2O1	5%	7	4%[57.1 µM]	-0.1	1%	-2	7	11%	0.5
C#CCOCCOCCOCCNc1nc(N2CCN(C(=O)CCCCCCCCCCNC(=O)[C@H]([C@@H](C)CC)n3cc(CCCCN=C(N)N)nn3)CC2)nc(N2CCN(C(=O)CCCCCCCCCCNC(=O)[C@H](CCCCN)n3cc(C)nn3)CC2)n1	6%	-1	3%	0.4	?	-6	-2	?	3.2
Cc1ccc(/C=C/c2onc(C)c2S(=O)(=O)N2CCC(C(=O)Nc3ccc(C)c(N(C)C)c3)CC2)cc1	-8%	3	2%[57.1 µM]	0.2	13%	.	2	9%[57.1 µM]	1.4
COC(=O)c1cccc(NC(=O)CCCN2C(=O)NC3(CCCC3)C2=O)c1	6%	-1	3%	-0.2	-15%	5	3	18%	0.3
N#Cc1ccc(NC(=O)Cn2cnc(S(=O)(=O)N3CCCC3)c2)cc1	4%	-8	-2%	1.3	-9%	-3	0	13%	-0.2
COc1ccc(N2CCN(CCN3C(=O)c4ccccc4C3=O)CC2)cc1	0%	5	14%[57.1 µM]	-1.4	-23%	-14	2	27%[57.1 µM]	0.9
CCOC(=O)c1c(NC(=O)c2cc(-c3ccc(Br)cc3)on2)sc(C(C)=O)c1C	4%	6	7%	-1.5	-9%	.	3	20%	.
CN(C)c1ccc(C(=S)N2CCN(c3ccc([N+](=O)[O-])cc3)CC2)cc1	5%	1	-11%	-0.5	-11%	-8	-1	-1%	-2.2
CCCCOC(=O)Nc1nnc(-c2ccccc2OC)s1	-2%	6	14%	0.8	-5%	5	3	24%	0.1
COc1cc(NC(=O)C2CCCC2)c(OC)cc1Cl	4%	1	3%	-0.5	-18%	-11	-1	12%	0.7
Cc1cccc(NC(=O)CSc2nc3c([nH]c4ccccc43)c(=O)n2C)c1C	33%[activator]	-5	3%[57.1 µM]	0.0	-10%	.	-10	29%[57.1 µM]	1.2
COCCCC1CCN(C(=O)C2CCC(=O)N(Cc3cccc(F)c3)C2)CC1 (configuration not stated)	-4%	-1	4%	0.2	-11%	1	-1	20%	0.8
CC1CC(=NNC(=O)C2COc3ccccc3O2)CC(C)(C)C1 (configuration not stated)	-6%	.	-1%	.	-19%	.	1	18%	.
O=c1c([N+](=O)[O-])c(O)c2cccc3c2n1CCC3	6%	11	-2%	-0.7	-18%	5	-3	-5%	0.7
COc1ccc(Cn2c(-c3ccco3)nc3oc4ccccc4c(=O)c3c2=O)cc1	7%	-2	11%[57.1 µM]	0.1	-10%	-9	-2	17%[57.1 µM]	0.2
N#CCSc1nc2c(cc1C#N)CCCCCC2	0%	0	-6%[57.1 µM]	-0.3	-1%	-5	4	-2%[57.1 µM]	1.5
COc1ccc(OC)c(/C=N/NC(=O)Cc2nc3ccccc3[nH]2)c1	7%	-1	215%[activator]	0.2	-9%	.	-8	27%	.
Cc1cc(C)c(OCCCCN2CCC(C)CC2)c(Br)c1	5%	4	6%[57.1 µM]	1.2	-17%	20	-1	5%[57.1 µM]	0.3
Cc1ccc(NC(=O)CCN2CC(C)OC(C)C2)cc1C (configuration not stated)	-4%	6	0%	0.1	-22%	11	-1	8%	-2.2
COc1ccc(C(=O)N/N=C/c2sc3ccccc3c2O)cc1	6%	-3	-7%[57.1 µM]	7.2	?	12	2	-4%[57.1 µM]	7.0
CCCCn1c(-c2ccc(Cl)cc2)nc2c(=O)n(C)c(=O)[nH]c21	2%	-3	33%[activator][57.1 µM]	-0.1	-13%	0	3	23%[57.1 µM]	-2.1
CN(C(=O)COC(=O)/C=C/c1ccc(Cl)c(Cl)c1)c1c(N)n(Cc2ccccc2)c(=O)[nH]c1=O	-2%	1	0%	0.3	-12%	-13	-3	-3%	0.6
O=C(Nc1ccccc1)NN1CC(=O)N(c2ccc(Cl)cc2)CC1=O	9%	7	13%[57.1 µM]	0.2	-3%	-2	1	6%[57.1 µM]	0.5
O=C(c1cccc(Cl)c1)N1CCC(N2CCC(C(=O)N3CCOCC3)CC2)CC1	3%	-2	12%[11.4 µM]	-0.5	-12%	.	-2	32%[11.4 µM]	.
COc1ccc(/C=N/N2CCN(c3ccccc3)CC2)cc1Br	0%	-3	2%	0.1	-26%	2	-1	4%	-0.7
CC(=O)c1ccc(NC(=O)CSc2cn(CC(=O)N3CCCCCC3)c3ccccc23)cc1	-20%	-18	-12%	-0.4	-23%	.	-5	5%	-0.4
COc1ccc(C2CC(=O)N(CC(=O)Nc3ccc(C)c(Cl)c3)c3ccccc3S2)cc1OC (configuration not stated)	-9%	-9	3%	0.4	-27%	.	13	24%	0.2
O=C(CCC1CCCCC1)NCCS(=O)(=O)N1CCN(c2ccccc2F)CC1	0%	-7	-9%	-1.3	-4%	-12	3	-3%	1.9
CCSc1nnc(NC(=O)CCc2ccccc2)s1	-1%	-5	3%	0.1	-13%	-4	0	12%	.
COc1cc(CN2C(=O)C(NC(=O)c3ccco3)(C(F)(F)F)C3=C2CC(C)(C)CC3=O)cc(OC)c1 (configuration not stated)	-9%	3	0%	0.2	-10%	-2	-3	-4%	0.3
O=C(NCCc1ccccc1)c1ccc(CS(=O)(=O)Cc2ccccc2F)o1	3%	-3	-11%	0.1	-10%	-16	-1	-13%	-0.5
COc1ccc(CN2CCN(C(=O)c3ccco3)CC2)c(OC)c1OC	0%	.	-4%	.	-15%	.	12	-9%	.
C[C@H](NC(=O)c1ccccc1)C(=O)OCC(=O)Nc1ccc2c(c1)OCO2	2%	8	5%	-0.3	-14%	.	2	26%	.
COc1cccc(CN(Cc2ccccc2F)S(=O)(=O)c2ccc(S(=O)(=O)NCc3ccccc3)cc2)c1	3%	0	-6%	1.9	-19%	43*	-1	8%[57.1 µM]	1.6
COc1ccc(-c2sc3ccccc3c2C#CC2(O)CCCCC2)cc1	9%	13	23%	1.4	-10%	-25	3	18%	-0.5
NS(=O)(=O)c1ccc(CCNC(=O)C2CCN(S(=O)(=O)c3cccc4cccnc34)CC2)cc1	-7%	-1	-7%	0.4	4%	-13	3	-1%	5.1
O=C(CSc1ncccn1)NCCC1=CCCCC1	0%	7	5%	-0.2	-9%	-11	-3	30%	-1.9
COc1ccc(/C=C2/C(=O)N(c3ccccc3)N=C2C)c(OC)c1	-5%	-2	-17%	0.9	-2%	-1	?	?	0.2
Cc1cc(C)c2c(c1)/C(=C/C(=O)c1ccc(Br)s1)C(=O)N2	-5%	-5	0%	0.6	-8%	.	5	17%	.
CCOc1ccc(C2C(C#N)=C(N)SC(N)=C2C#N)cc1OCC	-2%	-8	-1%	2.6	32µM*	18	-5	-26%	-0.1

Source: PubChem BioAssay (National Center for Advancing Translational Sciences (NCATS))
